Screening results from PubChem BioAssay.
West Nile virus CPE = inhibition of WNV-induced cytopathic effect – cell-based, CPE readout (AID 1621). West Nile virus-infected cells, CPE inhibition; higher % means a stronger effect. one-dose CPE inhibition, % at 10 µM; IC50 in µM for titrated hits. 290,000 compounds, 0.02% hits; in the data active = a potency from the dose series; also: strong numbers were not always called active
MT stabilizer = stabilizes microtubules in HeLa cells; % tubulin-high responders, % at 10 µM; 200,000 compounds, 0.83% hits; HeLa tubulin immunostaining HCS, 24 h; share of cells brighter than vehicle mean+2SD;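 active = plate Z-score above 3 for both tubulin-high and condensed-nucleus cell shares, with cell loss under 80%, at 10 µM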;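 also: anti alpha tubulin signal scored within the nucleus-defined area of each cell; some results filed as inactive read as strong as hits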
Lipid droplet = hepatic lipid droplet formation modulation. AML12 mouse hepatocytes, oleate lipid droplets, BODIPY imaging. inhibition, % at 6.5 µM. 240,000 compounds, 0.4% hits;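 active = lipid droplet intensity inhibited by at least 50%, with more than 500 cells counted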
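Assay system: AML12 hepatocytes (mouse); Probe or stimulus: oleic acid at 100 µM to induce lipid droplet formation; Dosing: compound at 6.5 µM only; Schedule: compound with oleate, overnight; Detection: fluorescence imaging, 20x objective, two fields per well; Measure: % inhibition of lipid droplet signal.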
Myeloid diff MLP = myeloid differentiation induction; AID 624256; 360,000 compounds, 1% hits; calls only at 10 µM; ER-HoxA9 myeloid progenitors, lysozyme-GFP differentiation, flow cytometry;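 active = normalized GFP-positive differentiation at or above the plate's own cutoff, the solvent-only control mean plus 3 SD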;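 also: cells exposed to compound for four days before flow analysis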
WT yeast gro inh = growth inhibition of WT yeast, mitochondrial fusion screen; 190,000 compounds, 2.1% hits; inhibition, % at 10 µM; AID 1362; mitochondrial fusion phenotypic screen, WT strain; in the data active = inhibition above about 58%; tested in S. cerevisiae
Autophagy HCS = modulators of autophagy; MEF GFP-LC3 puncta imaging; test concentration mostly 10 µM; calls only at 10 µM (by protocol); 190,000 compounds, 0.98% hits;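 active = percentage of spot-positive cells more than 3 SD above its plate mean, without a fluorescence outlier flag or 80% toxicity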;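 also: spot-positive cell cutoff set from DMSO-treated cells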
Ins promoter up = MIN6 insulin promoter up-regulation. MIN6 insulin promoter-GFP reporter, high-content imaging; active compounds read high. z-score at 5 µM. 190,000 compounds, 0.3% hits;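 active = z-score above 3 at 5 µM with at least 500 cells counted in the well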
T cell HTS = modulates CD8 T cell binding to vesicles. calls only at 7 µM. 2C CD8+ T cell-vesicle binding, flow cytometry; active compounds read low. 330,000 compounds, 0.068% hits;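 active = response, share of CD8 T cells binding vesicles, and their 90th percentile fluorescence all below set limits, cut at about 80% in these data, passing the limit was not always enough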
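Assay system – 2C mouse CD8+ T cells · Also added – QL9-loaded Drosophila micro-vesicles · Timing – Cell–vesicle co-incubation 1.5 h at 37 °C, staining 20 min on ice · Signal – flow cytometry of vesicle-bound cells · Measure – percent CD8+ FL2 mean versus row control · Controls – Peptide-free naked vesicles (low) and QL9 vesicles with 0.7% DMSO vehicle (high)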
b-catenin transl = alters nuclear translocation of beta-catenin in HeLa cells; immunofluorescence imaging; nuclear translocation activity, % at 5 µM; 190,000 compounds, 0.3% hits;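 active = nuclear translocation activity above 50% at 5 µM, with a well cell count of 50 or more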;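 also: per-cell ratio of nuclear to cytoplasmic median beta-catenin stain intensity; plate controls were DMSO negative control for no effect and GSK-3 inhibitor IX positive control for full effect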
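Read-out: Nuclear/cytoplasmic beta-catenin signal ratio, % activation | Assay system: Human HeLa cell line | Times: 24 h compound exposure at 37°C, 5% CO2 | Signal: Fluorescence imaging of beta-catenin antibody stain plus DAPI | Dosing: 5 µM primary, 0.02–20 µM confirmation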
WT yeast gro inh mutant strain = second read-out of WT yeast gro inh, no call of its own (marks repeat the call); inhibition, %; mitochondrial fusion phenotypic screen, mutant strain inhibition
Ins promoter up cell count = also measured in Ins promoter up; calls as there; cell count; measured here: cytotoxicity, nuclei count;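 total cells summed across four imaged fields per well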
Lipid droplet cells 6.5 µM = further read-out of Lipid droplet, marked with its call; cell count; measured here: cell count, cytotoxicity flag;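 cells counted across two imaged fields per well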
b-catenin transl cell count 5 µM = also measured in b-catenin transl; calls as there; cell count; measured here: cell count, cytotoxicity flag
T cell HTS vesicle-bound % = also measured in T cell HTS; calls as there; double positive events, %; measured here: CD8+ vesicle-bound cell fraction;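 binding gate set so that unloaded-vesicle control wells show 10% double positive cells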
MT stabilizer Hoechst-high % = second read-out of MT stabilizer, no call of its own (marks repeat the call); % Hoechst-high responders; measured here: nuclear condensation Hoechst responders;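 share of cells brighter than vehicle mean plus two SD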
MT stabilizer cytotoxicity % = recorded beside MT stabilizer, whose call it bears; toxicity, %; measured here: cytotoxicity by cell density;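 0% = mean cell density of plate MIN control wells and 100% = no cells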
Autophagy HCS cell loss 18 h = recorded beside Autophagy HCS, whose call it bears; toxicity, %; measured here: cell loss, nuclei count;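 cell loss after 18 h compound exposure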
Myeloid diff MLP GFP+ MAC1+ % = second read-out of Myeloid diff MLP, no call of its own (marks repeat the call); GFP+ MAC1+ double positive, %; measured here: differentiation confirmed by MAC1 staining
Active calls of the source: *; i = inactive; . = not tested or not shown. An unsorted share of the library; about 3.9% have a hit in one of these screens.

nr	Molecule	West Nile virus CPE	MT stabilizer	MT stabilizer Hoechst-high %	MT stabilizer cytotoxicity %	Lipid droplet	Lipid droplet cells 6.5 µM	Myeloid diff MLP	Myeloid diff MLP GFP+ MAC1+ %	WT yeast gro inh	WT yeast gro inh mutant strain	Autophagy HCS	Autophagy HCS cell loss 18 h	Ins promoter up	Ins promoter up cell count	T cell HTS	T cell HTS vesicle-bound %	b-catenin transl	b-catenin transl cell count 5 µM
1	CN(C)c1ccnc(Oc2ccc(C(C)(C)C)cc2)c1C#N	1.8%	2.0	1.0	2.2	18	638	i	3.4	2	-25	i	-1	-0.1	1900	i	11	-0.8	1077
2	Cc1nnc(SCC(=O)Nc2ccc3c4c(cccc24)CC3)n1C	0.0%	1.8	1.1	4.4	10	711	i	0.5	6	-9	i	-6	-1.4	1878	i	5	0.1	1042
3	COc1cccc(CNC(=O)C2CCN(C(=O)N(C)C)CC2)c1	-0.1%	2.5	3.2	11	14	671	i	4.9	30	2	i	-2	.	.	i	15	-1.8	1051
4	Cc1nc(N)sc1-c1nnc(SCC(=O)Nc2ccccc2C(F)(F)F)n1C	0.1%	3.4	2.7	8.1	.	.	i	1.2	0	9	i	1	-0.24	859	i	55	.	.
5	CC1C=CCC2C(=O)N(c3ccc(Cl)cc3O)C(=O)C12 (stereo not drawn)	-0.1%	5.9	2.2	14	11	765	i	0.4	-2	-21	i	-7	-0.15	1160	i	37	-0.1	509
6	CCOc1cc(CNCc2ccccc2)ccc1OCc1ccc(Cl)cc1	0.8%	.	.	.	9	891	i	0.6	.	.	.	.	.	.	i	5	.	.
7	COc1ccc(NC(=O)NC(C)c2ccncc2)cc1OC (stereo not drawn)	-0.1%	1.9	1.2	49	0	647	i	5.7	48	18	i	2	0.2	1327	i	34	-1.0	1066
8	CCOC(=O)N1CCN(C(=O)COc2cccc3c2CCN(Cc2ccccc2C)C3=O)CC1	-0.4%	6.7	1.5	5.0	-18	682	i	0.6	23	8	i	14	-0.39	1096	i	41	4.7	985
9	COc1ccc2cc(C(=O)C3CCCN(C(=O)c4cccnc4)C3)ccc2c1 (stereo not drawn)	-0.3%	.	.	.	-12	704	i	5.4	.	.	.	.	.	.	i	14	.	.
10	O=C(Nc1cccnc1)c1ccc(-c2ccccc2)cc1	0.1%	6.1	2.2	17	5	712	i	0.2	5	-7	i	-9	.	.	i	64	0.7	960
11	Cn1cc(C(=O)c2ccc(Cl)cc2Cl)cc1C=O	-0.6%	2.8	3.0	7.1	6	748	i	0.3	6	11	i	21	0.17	1611	i	53	-4.0	1084
12	CCOC(=O)C1CCCN(C(=O)Cn2cnc3sc(C)c(S(=O)(=O)N4CCOCC4)c3c2=O)C1 (stereo not drawn)	-0.1%	.	.	.	-3	767	i	3.2	.	.	.	.	.	.	i	40	.	.
13	COc1ccc(-c2csc(NC(=O)c3ccccc3F)c2C(=O)O)cc1	0.6%	.	.	.	22	778	i	0.4	.	.	.	.	.	.	i	33	.	.
14	O=C(NCCO)c1cccc(Nc2nc(-c3ccccc3)c3cc(Cl)ccc3n2)c1	0.6%	1.5	1.2	4.1	.	.	i	13	16	-20	i	3	0.89	1578	i	32	1.3	1356
15	CC1(C)CC(=O)c2sc(NS(=O)(=O)c3ccccc3)nc2C1	0.0%	4.3	1.0	6.1	5	728	i	0.1	0	-3	i	14	0.29	1461	i	50	0.4	1530
16	CC(=O)N1CCc2cc(S(=O)(=O)CCC(=O)N3CCN(c4ccccn4)CC3)ccc21	-0.1%	4.3	2.1	0.1	6	741	i	1.1	-15	-8	i	2	.	.	i	53	3.4	1153
17	O=C(O)c1cc(-c2ccc(/C=C3\NC(=O)N(c4ccccc4)C3=O)o2)ccc1Cl	0.6%	.	.	.	.	.	i	0.4	.	.	.	.	0.69	1482	i	40	0.4	1346
18	Cc1cc(C)c(S(=O)(=O)ON2C(=O)c3ccccc3C2=O)cc1C	0.3%	2.3	1.5	8.4	.	.	i	2.0	.	.	i	-19	.	.	i	19	.	.
19	Nc1nn2c(-c3ccccc3)cc(=O)[nH]c2c1N=Nc1ccc(Br)cc1	0.0%	2.7	2.3	3.6	-3	660	i	0.0	-30	1	i	9	0.6	1425	.	.	0.5	1547
20	C=CCN1C=C2C(=O)C(C)(OC(=O)CCc3ccccc3)C(=O)C=C2C=C1c1ccc(C#N)cc1 (stereo not drawn)	-0.2%	.	.	.	-33	779	i	1.4	.	.	.	.	0.85	1025	i	13	0.7	1140
21	O=C(O)CCc1ccc(-c2ccc(F)cc2)n1NC(=O)c1ccco1	-0.4%	3.0	1.2	10	5	691	i	0.4	13	21	i	4	0.95	1292	i	61	.	.
22	COc1ccc([N+](=O)[O-])cc1N1C(=O)c2cccnc2C1=O	0.7%	.	.	.	4	847	i	0.6	.	.	.	.	.	.	i	50	.	.
23	Cc1cc2c(SCC(=O)NC3CCCC3)ncnc2s1	-0.3%	.	.	.	-25	812	i	0.8	.	.	.	.	.	.	i	29	.	.
24	COc1c(C)cccc1C(=O)NCc1ccc2c(c1)OCO2	-0.6%	.	.	.	9	425	i	0.4	.	.	.	.	.	.	i	31	.	.
25	CCOc1ccc(-n2cc(C(=O)N3CCN(C)CC3)c3cc(OC)c(OC)cc3c2=O)cc1	-0.1%	4.2	1.8	8.3	-24	669	i	0.0	9	-12	i	-6	-1.3	1914	i	56	-1.4	1118
26	O=C(/C=C/c1ccc(OC(F)F)cc1)Nc1cccc(S(=O)(=O)NC2=NCCCCC2)c1	0.0%	.	.	.	-7	820	i	1.2	.	.	.	.	.	.	i	18	.	.
27	O=C(CCCC(=O)Nc1ccc(Br)cc1)N/N=C/c1ccccc1	-0.3%	.	.	.	7	902	i	0.7	.	.	.	.	.	.	i	8	.	.
28	C=CCOc1ccc(C2C(C(=O)c3cccs3)=C(O)C(=O)N2c2nnc(C)s2)cc1 (stereo not drawn)	0.5%	0.8	2.2	18	.	.	i	2.6	.	.	i	4	.	.	i	18	.	.
29	O=C(c1ccccc1F)N1CCN(S(=O)(=O)c2ccc(S(=O)(=O)N3CCCCCC3)cc2)CC1	-0.2%	.	.	.	-1	676	i	0.5	.	.	.	.	1	1122	i	35	0.5	1260
30	O=C1Nc2ccc(Br)cc2C1(O)Cc1ccccn1 (stereo not drawn)	-0.5%	2.2	1.9	8.2	16	717	i	7.2	-8	-2	i	20	0.21	999	i	13	1.8	972
31	C/C(=N\NC(=O)c1c(Br)c(C)nn1C)c1ccc(NC(=O)c2ccoc2C)cc1	-0.2%	4.4	2.5	0.8	4	602	i	0.0	9	10	i	13	-0.26	1299	i	7	-2.2	533
32	Cc1cc2ccccc2c(=O)n1CC(=O)NCc1ccco1	0.1%	14	5.3	16	-15	761	i	1.8	-5	10	i	-11	0.93	845	i	19	.	.
33	O=C(Nc1ccc2[nH]c(=O)[nH]c2c1)Nc1ccc(F)cc1F	0.3%	1.5	1.7	6.6	-7	677	i	0.2	3	-6	i	13	-0.29	1289	i	29	1.5	1029
34	O=C(Nc1nc(-c2ccccc2)cs1)c1cccnc1	-0.3%	0.9	1.3	3.7	11	750	i	5.7	-3	7	i	-16	-0.61	966	i	17	-2.7	1179
35	Cc1ccc(-c2nc3ccsc3c(=O)o2)cc1	0.3%	1.7	2.6	5.5	.	.	i	0.7	-3	-22	i	-19	0.33	1451	i	35	-2.7	926
36	COc1cccc(C(=O)N=c2sc3c(C)ccc(OC)c3n2C)c1	-0.2%	.	.	.	-1	649	i	3.1	-1	-10	.	.	-0.2	1595	i	24	4.2	988
37	Cc1c(C(=O)Nc2ccccc2)sc2nc[nH]c(=O)c12	-0.1%	1.8	2.6	5.3	1	643	i	1.0	-14	-3	i	-4	0.28	1605	i	46	-0.7	1075
38	COC(=O)Cn1ccc(N(C)C)c(C#N)c1=O	0.3%	4.1	2.6	12	.	.	i	1.6	60*	9.1*	i	-2	-0.13	965	i	26	0.6	1210
39	O=C(O)c1cc(S(=O)(=O)N2CCCCCC2)ccc1Cl	-0.4%	5.0	3.5	5.8	.	.	i	6.3	12	25	i	13	-1.6	1028	i	44	1.5	1148
40	Nc1nc(NCCO)nc(NCC2CCCO2)c1[N+](=O)[O-] (stereo not drawn)	0.0%	1.7	2.4	2.8	13	675	i	0.5	-3	13	i	-10	-0.18	1318	i	39	4.6	511
41	COc1cccc(C(=O)N/N=C/c2cn[nH]c2-c2ccc(OC)cc2OC)c1	0.2%	2.1	3.3	8.0	.	.	i	1.2	-41	-15	i	6	.	.	i	9	.	.
42	O=C(NCc1ccccc1)c1cc(S(=O)(=O)N2CCC3(CC2)OCCO3)ccc1F	-1.3%	2.9	3.4	12	.	.	i	4.0	-9	-3	i	2	-0.53	1113	i	9	-1.1	887
